ABCG2 block: ABCG2 efflux pump inhibitors, primary screen, multiplex with ABCB1, IgMXP3 cells, flow cytometry. Broad substrate specificity ATP-binding cassette transporter ABCG2 (Homo sapiens), Q9UNQ0. 190,000 tested, 0.1% active. inhibition, % at 6.6 µM. JC-1 efflux;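 active means inhibition above 80%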;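 further: 0% = DMSO and 100% = nicardipine control wells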
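material = IgMXP3 (ABCG2) plus far-red-tagged CCRF-Adr (ABCB1) cells | amount = 3 million cells/mL, equal mix of both lines | also added = JC-1 transporter substrate | dosing = one concentration, 6.6 µM final | schedule = 10 min at 25 °C | measured by = flow cytometric JC-1 green MFI at 530 nm | read-out basis = percent efflux inhibition, scaled nicardipine 100% to DMSO 0%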
Pf gametocyte: late stage P. falciparum gametocyte viability inhibitors, primary screen, ATP luminescence, HTS. AID 743093, 2013. inhibition, % at 10.9 µM. P. falciparum stage V gametocytes, 24 h. 150,000 tested, 0.065% active;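 active means inhibition above the mean plus 3 SD of compounds within the control limits, set per campaign, cut at about 38% in these data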;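 further: 0% = DMSO wells and 100% = medium only without gametocytes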
Rac1 wt GTP bind: wildtype Rac1 GTP binding modulators, primary screen, biochemical, GST-Rac1 beads, flow cytometry, multiplex; fluorescent GTP binding; actives lie on both sides; 0 = cold GTP competed, 100 = untreated; 190,000 tested, 0.27% active; AID 757, 2007; GTP binding activity (% of control), % at 10 µM;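 active means GTP binding activity at least 20 points away from the 100% control level, either lower or higher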
Cdc42 wt: modulators of GTP binding to wildtype Cdc42, primary screen, biochemical, multiplex bead flow cytometry, Bodipy-GTP. percent activity (GTP binding), % at 10 µM. 190,000 tested, 0.2% active. GST-Cdc42 beads; actives lie on both sides. AID 761, 2007. Cell division control protein 42 homolog (Homo sapiens), P60953;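 active means percent activity GTP binding at least 20 points away from the 100% baseline, either down as inhibitor or up as activator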;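 further: median bead fluorescence of bound Bodipy-FL-GTP at 100 nM; 0% = excess unlabeled GTP control and 100% = no compound control; below 100% means less GTP binding so inhibitor and above means activator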
Rac1 act GTP bind: GTP binding modulators of activated mutant Rac1, primary screen, biochemical, bead-based flow cytometry, multiplex, fluorescent GTP. GST-Rac1 activated beads; actives lie on both sides; 100% means binding = to untreated wells. 190,000 tested, 0.11% active. percent activity (GTP binding), % at 10 µM. Ras-related C3 botulinum toxin substrate 1 (Homo sapiens), P63000. AID 764, 2007;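 active means GTP binding at least 20 percentage points away from the 100% baseline, in either direction, so actives lie on both sides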
ABCB1 inh: ABCB1 efflux pump inhibitors, primary screen, cell-based, multiplex, flow cytometry, ABCG2 counter-screen | CCRF-Adr cells, JC-1 efflux | inhibition, % at 6.6 µM | 190,000 tested, 0.067% active; in the data active means inhibition above about 40%;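 further: 0% = vehicle and 100% = reference inhibitor; higher value means more JC-1 retained so stronger ABCB1 efflux block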
Target sequence (P08183 whole entry, looked up): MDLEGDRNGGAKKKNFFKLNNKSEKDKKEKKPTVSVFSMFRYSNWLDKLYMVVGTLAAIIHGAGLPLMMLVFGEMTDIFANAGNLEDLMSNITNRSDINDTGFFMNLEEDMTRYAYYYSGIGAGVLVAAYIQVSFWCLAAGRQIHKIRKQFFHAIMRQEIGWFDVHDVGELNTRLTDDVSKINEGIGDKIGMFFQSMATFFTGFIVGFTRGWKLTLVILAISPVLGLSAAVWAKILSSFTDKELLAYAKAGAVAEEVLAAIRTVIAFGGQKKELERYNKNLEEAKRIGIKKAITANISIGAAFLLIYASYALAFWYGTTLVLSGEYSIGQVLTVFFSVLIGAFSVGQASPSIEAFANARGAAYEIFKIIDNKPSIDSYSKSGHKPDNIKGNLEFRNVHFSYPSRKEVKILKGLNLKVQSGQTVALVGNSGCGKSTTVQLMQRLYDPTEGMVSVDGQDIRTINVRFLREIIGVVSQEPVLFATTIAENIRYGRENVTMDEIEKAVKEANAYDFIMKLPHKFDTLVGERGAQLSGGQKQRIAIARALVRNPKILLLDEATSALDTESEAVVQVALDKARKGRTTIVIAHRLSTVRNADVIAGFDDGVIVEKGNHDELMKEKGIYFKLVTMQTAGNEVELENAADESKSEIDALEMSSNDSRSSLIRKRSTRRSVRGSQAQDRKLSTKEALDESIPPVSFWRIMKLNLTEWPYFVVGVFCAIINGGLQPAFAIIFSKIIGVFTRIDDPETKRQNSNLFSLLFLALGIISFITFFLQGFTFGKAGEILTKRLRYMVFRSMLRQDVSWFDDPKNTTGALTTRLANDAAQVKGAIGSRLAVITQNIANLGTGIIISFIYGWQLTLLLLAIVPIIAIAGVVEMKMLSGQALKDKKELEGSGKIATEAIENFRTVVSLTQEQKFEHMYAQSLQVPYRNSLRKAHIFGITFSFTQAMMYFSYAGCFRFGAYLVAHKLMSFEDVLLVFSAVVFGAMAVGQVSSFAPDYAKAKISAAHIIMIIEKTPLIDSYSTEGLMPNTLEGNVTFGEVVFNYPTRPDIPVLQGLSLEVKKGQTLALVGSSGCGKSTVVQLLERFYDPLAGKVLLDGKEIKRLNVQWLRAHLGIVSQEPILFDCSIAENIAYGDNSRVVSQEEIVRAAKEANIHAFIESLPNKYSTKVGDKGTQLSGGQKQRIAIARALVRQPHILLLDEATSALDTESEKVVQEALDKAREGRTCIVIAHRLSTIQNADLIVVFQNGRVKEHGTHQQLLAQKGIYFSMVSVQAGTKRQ
Mcl1 Noxa PPI: Mcl-1/Noxa binding inhibitors, primary screen, biochemical, TR-FRET, 1536-well. TR-FRET Mcl-1/Noxa peptide binding, 2 h. inhibition, % at 21.7 µM. 220,000 tested, 1.5% active. AID 1022, 2008;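 active means compounds that cut the protein-peptide binding signal by more than 50% relative to plate controls in a single-dose test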;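 further: His-tagged Mcl-1 with rhodamine Noxa BH3 peptide and terbium anti-His antibody; 0% = Mcl-1 plus Noxa peptide wells and 100% = peptide-only wells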
Avidin bead fluor: green autofluorescence of compounds with avidin beads – biophysical, 488/530 nm, flow cytometry, artefact control, profiling panel. fluorescence (KMESF) at 10 µM. 220,000 tested, 0.38% active. AID 1775, 2009. compound fluorescence 488/530 nm; hits give high values; in the data active means fluorescence above about 47; further: inactives centre near 10
Rab2 wt GTP: modulators of GTP binding to Rab2A wildtype, primary screen, biochemical, dog, bead-based flow cytometry, multiplex; Ras-related protein Rab-2A (Canis lupus familiaris), P61105; GTP binding activity, % at 10 µM; 190,000 tested, 0.19% active; GST-Rab2 wt beads, Bodipy-GTP binding; AID 760, 2007;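 active means GTP binding activity at least 20 points away from 100%, either lowered or raised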;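 further: 0% = beads with excess unlabeled GTP and 100% = no-compound control corrected for plate trend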
Rab7 wt modul: modulators of GTP binding to Rab7, primary screen, biochemical, wildtype, multiplex bead flow cytometry. Rab7 GTPase wild type (dog), Bodipy-FL-GTP binding. GST-Rab7 beads, fluorescent GTP binding; actives lie on both sides; untreated = 100%, excess cold GTP = 0%. GTP binding activity (percent of control), % at 10 µM. 190,000 tested, 0.055% active;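 active means fluorescent GTP binding to Rab7 beads changed by at least 20 points from the 100% baseline, either direction, mostly lower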;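 further: median green fluorescence of bound Bodipy-FL-GTP per Rab7 bead population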
HRas wt GTP bind: modulators of GTP binding to HRas wildtype, primary screen, biochemical, bead-based flow cytometry, multiplex | GTPase HRas (Homo sapiens), P01112 | GST-Ras wt beads, Bodipy-FL-GTP binding; actives lie on both sides | GTP binding activity, % at 10 µM | 190,000 tested, 0.14% active | AID 759, 2007;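 active means GTP binding activity at least 20% away from the 100% baseline, either lowered as inhibitor or raised as activator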;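 further: 0% = unlabeled GTP competition control and 100% = no-compound control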
* marks the source's active call; other numbers are inactive results; . = no result given. The order is random; overall some 2.3% were active at least once.

Sample of the layout, 3 compounds:
SMILES	ABCG2 block	Pf gametocyte	Rac1 wt GTP bind	Cdc42 wt	Rac1 act GTP bind	ABCB1 inh	Mcl1 Noxa PPI	Avidin bead fluor	Rab2 wt GTP	Rab7 wt modul	HRas wt GTP bind
CC(C)(CNC(=O)c1sc2cc(F)ccc2c1Cl)N1CCOCC1	3	-9	104	102	97	1.4	1	3	98	102	99
CN1CCC(C2(O)c3ccccc3CSc3sccc32)CC1 (stereo unspecified)	0	.	104	102	101	0.4	-1	8	99	95	101
O=C(Cn1c(CN2CCCCC2)nc2ccccc2c1=O)NCc1ccco1	1	.	102	99	99	0.1	-9	6	97	94	99

Main list, from the first entry:
SMILES	ABCG2 block	Pf gametocyte	Rac1 wt GTP bind	Cdc42 wt	Rac1 act GTP bind	ABCB1 inh	Mcl1 Noxa PPI	Avidin bead fluor	Rab2 wt GTP	Rab7 wt modul	HRas wt GTP bind
CC(C)(CNC(=O)c1sc2cc(F)ccc2c1Cl)N1CCOCC1	3	-9	104	102	97	1.4	1	3	98	102	99
CN1CCC(C2(O)c3ccccc3CSc3sccc32)CC1 (stereo unspecified)	0	.	104	102	101	0.4	-1	8	99	95	101
O=C(Cn1c(CN2CCCCC2)nc2ccccc2c1=O)NCc1ccco1	1	.	102	99	99	0.1	-9	6	97	94	99
O=C(Cc1ccccc1)Nc1ccccc1CO	1	.	102	104	102	0.2	-6	7	104	101	104
CCOc1cc(NS(C)(=O)=O)c(OCC)cc1NC(=O)c1cccs1	2	12	98	100	96	0.4	13	38	96	101	98
CCOc1ccc(CNC2CCCc3ccccc32)cc1 (stereo unspecified)	-1	-5	96	94	99	0.5	28	16	93	92	96
CC(C)CN(C(=O)CSc1nncs1)c1c(N)n(CC(C)C)c(=O)[nH]c1=O	17	.	105	98	96	1.4	12	31	100	101	101
O=C(CSc1nc2ccccc2c(=O)n1CC1CCCO1)NCc1ccc2c(c1)OCO2 (stereo unspecified)	5	5	93	94	93	1.3	-4	24	97	105	98
O=C(NCCCn1ccnc1)/C(=C\c1cccs1)NC(=O)c1ccccc1	1	.	103	100	102	0.2	7	13	99	103	102
CCNC(=O)c1cc(Cl)ccc1OC	5	.	105	105	102	0.5	8	14	99	97	102
CN(C)S(=O)(=O)c1cccc(NC(=O)c2ccc(OC(F)(F)F)cc2)c1	21	12	105	101	101	0.3	6	14	98	94	101
CCC(CC)C(=O)Nc1cccc(C(=O)NC(C)(C)C)c1	3	-11	90	110	96	0.5	-10	9	92	95	96
CC(=O)c1ccc(N2CCCCC2)c(F)c1	0	-1	100	97	95	-0.1	4	9	97	107	96
CCOC(=O)c1cnc2c(-c3ccc(F)cc3)cnn2c1C(F)(F)F	10	.	104	96	95	-0.1	2	11	101	109	100
COc1ccc(CCNC(=O)C2CCN(Cc3nc(-c4ccccc4C)oc3C)CC2)cc1OC	11	-16	105	103	99	1.4	11	15	101	102	101
N/C(=N\OC(=O)CCC1CCCCC1)c1ccccn1	1	-1	98	100	98	0.5	2	10	98	99	100
CCC(c1nnc(SCc2nc3ccccc3s2)n1Cc1ccccc1)N(C)C (stereo unspecified)	4	17	97	103	97	2.1	4	9	102	98	101
COc1ccc(S(=O)(=O)CCC(=O)Nc2c(C)n(C)n(-c3ccccc3)c2=O)cc1	6	13	109	107	102	0.1	8	23	106	103	104
CCn1c(-c2ccccc2)csc1=Nc1ccc(S(=O)(=O)O)cc1	-11	-10	107	100	100	0.3	22	12	99	96	102
O/N=C/c1ccc2ccccc2c1	2	.	96	101	96	0.5	-18	10	100	97	95
O=c1c2ccccc2nnn1Cc1ccccc1Cl	23	18	100	94	94	0.8	14	9	91	95	90
Cc1[nH]c2ccccc2c1C(=O)COC(=O)c1cccc(S(=O)(=O)N2CCCCC2)c1	-5	-2	102	98	100	0.2	13	4	96	96	98
CCN(CC)S(=O)(=O)c1ccc(Cl)c(NC(=O)c2cc(Cl)ccc2Cl)c1	7	4	104	101	100	0.4	-2	8	99	99	97
CC1CCc2nc(NC(=O)CN3CCN(c4ccccc4)CC3)sc2C1 (stereo unspecified)	0	.	99	97	95	0.0	20	17	96	97	98
Cc1cc(C)c2c(N)c(C(=O)N3CCc4ccccc4C3)sc2n1	3	21	105	102	99	0.7	2	10	102	100	103
O=C(CN(Cc1ccco1)C(=O)Cn1nnc(-c2ccc(F)cc2)n1)NC1CCCC1	7	.	104	105	102	0.7	-47	13	101	100	101
CC(C)c1ccc(/C=C(/C#N)c2nnc(NC(=O)c3ccccc3)s2)cc1	-3	-14	91	90	91	-0.2	33	21	87	95	90
O=C(Nc1ccc(F)c([N+](=O)[O-])c1)C(=O)c1c(O)[nH]c2ccccc12	0	1	99	93	93	-0.1	24	34	96	104	99
S=C(Nc1ccc(Br)cc1)N1CCn2cccc2C1c1cccnc1 (stereo unspecified)	2	-2	99	95	95	1.0	7	23	98	104	99
Cc1ccc2[nH]c(=O)c(CN(Cc3ccco3)C(=O)N3CCOCC3)cc2c1	0	.	102	100	98	-0.2	0	10	100	102	99
COCC(=O)N(C)c1nnc(-c2cnccn2)s1	2	.	105	101	100	2.4	-7	16	102	105	103
CCn1c(CC(=O)Nc2ccc(C)cc2)nnc1SCC(=O)N1CCN(c2ccccc2)CC1	4	-53	97	101	94	1.0	10	7	96	97	99
O=C1C2C3C=CC(C4CC34)C2C(=O)N1Cc1ccccc1 (stereo unspecified)	1	10	101	95	95	0.8	8	12	98	101	98
Cn1c(=O)n(Cc2ccc(Cl)cc2)c2ccccc21	.	7	102	101	99	.	-3	4	100	102	99
Cc1cc(C)c(NC(=O)c2cn3c4c(c(N5CCN(C)CC5)c(F)cc4c2=O)OCC3C)c(C)c1 (stereo unspecified)	13	21	105	102	98	4.7	5	4	101	101	100
Cc1ccc(C)c(C(=O)CSc2n[nH]c(C(C)C)n2)c1	39	.	106	107	100	0.6	7	7	104	105	102
CCOc1ccc(C(=O)CC(NCc2cccs2)C(=O)O)cc1 (stereo unspecified)	4	3	92	88	91	0.4	12	10	93	97	94
C#CCNC(=O)C1=C[C@H](C2CCCCC2)C[C@H](OCc2ccc(CO)cc2)O1	7	.	95	97	93	1.8	-9	8	97	101	95
CN=c1scc(-c2ccccc2Br)n1/N=C/c1ccc[nH]1	9	.	100	92	93	0.5	22	9	94	103	96
C=CCn1c(SCc2c(C)noc2C)nnc1C1COc2ccccc2O1 (stereo unspecified)	8	.	99	103	98	2.3	7	14	102	94	102
Cc1cc2nc(C3CCCN(C(=O)NCc4ccccc4)C3)[nH]c2cc1C (stereo unspecified)	3	.	108	105	102	0.3	29	11	105	102	102
COc1ccc(CC(=O)n2nc(-c3ccccc3)nc2NCc2ccco2)cc1	5	-2	97	98	97	0.3	8	9	97	94	97
O=C(c1ccco1)N1CCN(CCCCN2C(=O)c3ccccc3C2=O)CC1	2	0	107	107	102	0.5	11	7	102	103	104
CCOC(=O)Cc1csc(Nc2ccc(Cl)cc2)n1	11	12	104	100	99	0.3	8	3	97	101	98
Cc1ccc(C)c(NC(=S)NCC(c2ccccc2)N(C)C)c1 (stereo unspecified)	3	12	94	94	96	-0.1	-1	13	97	90	96
O=C1/C(=C/c2ccc(F)cc2)CCC1C1CCCC1 (stereo unspecified)	5	1	104	100	101	0.5	13	3	97	101	100
CCCCCCNC(=O)Cc1nc2nc(C)cc(C)n2n1	2	.	105	111	98	0.6	20	24	104	99	104
CN1C2C=C3C(C#N)=C(N)C(C#N)(C#N)[C@@H](c4cccc(F)c4)[C@@H]3C1CC2 (stereo partly specified)	1	-4	103	102	99	0.2	12	33	98	97	100
Cc1ccc(OCCNC(=O)c2cc(=O)[nH]c3ccccc23)cc1	13	-1	102	100	101	-0.1	-3	7	100	107	102
CC(NCc1ccccc1Cl)C(=O)Nc1ccc(S(=O)(=O)N2CCCC2)cc1 (stereo unspecified)	9	.	105	103	105	1.0	23	4	101	99	101
O=c1[nH]c(Cn2nnc(-c3ccccc3)n2)nc2scc(-c3ccccc3)c12	0	-14	103	93	90	0.0	-7	7	97	99	97
Cc1cc(C)nc(NS(=O)(=O)c2ccc(NC(=S)NC(=O)C(C)C)cc2)n1	1	0	97	97	93	0.5	11	7	94	98	96
CNCc1ccccc1OCC(=O)Nc1ccccc1OC	1	16	102	104	101	0.2	6	3	102	101	101
Cc1cc(Cl)cc(Br)c1OCCCN1C(=O)NC(C)(C)C1=O	3	.	109	103	99	1.1	28	16	102	98	104
Cn1cccc1/C=N/NC(=O)c1cccc(OC(F)(F)C(F)F)c1	0	-5	102	102	102	-0.3	9	2	98	99	99
CC(NC(=O)C(=O)NCC1CCCO1)c1ccccc1 (stereo unspecified)	0	19	96	96	93	-0.2	9	9	97	102	97
Cn1c(=O)n(C)c2cc(NS(C)(=O)=O)ccc21	0	13	102	102	102	-0.2	2	6	105	100	103
Cc1ccc(C(=O)NNC(=O)CCN2C(=O)C3CCCCC3C2=O)cc1 (stereo unspecified)	1	-7	100	102	101	0.1	13	9	98	94	99
COC(=O)C1=C(C)NC(C)=C(C(=O)OC)C1c1ccc(N(C)C)cc1	48	10	113	105	100	2.1	0	31	99	95	101
COc1cc2cc(CN(Cc3cccs3)C(=S)Nc3cccc(C)c3)c(=O)[nH]c2cc1OC	-2	.	102	101	105	0.3	21	2	99	95	98
Continued.
SMILES	ABCG2 block	Pf gametocyte	Rac1 wt GTP bind	Cdc42 wt	Rac1 act GTP bind	ABCB1 inh	Mcl1 Noxa PPI	Avidin bead fluor	Rab2 wt GTP	Rab7 wt modul	HRas wt GTP bind
Cc1ccc(S(=O)(=O)N(C)C(=O)NC(=O)NS(=O)(=O)c2ccccc2)cc1	0	.	105	98	98	-0.1	4	7	98	103	102
O=c1c2[nH]c3ccccc3c2ncn1CCC1=CCCCC1	0	.	95	95	94	0.2	-14	28	95	96	97
CCCCN(CC)Cc1ccc(CNC(=S)Nc2c(C)cc(C)cc2C)o1	0	-18	107	104	103	0.3	22	12	102	100	104
CCc1cc2cc3c(cc2nc1SCC(=O)Nc1nnc(C)s1)OCCO3	4	.	96	95	95	1.5	-84	15	97	97	95
